Screening data (PubChem BioAssay)
GLS inhibitor: glutaminase GLS (human) inhibition; O94925; AID 624170; GLS enzymatic activity, qHTS titration; 410,000 compounds, 0.21% hits; Potency, µM (top dose mostly 45.5 µM), without a hit: top-dose activity change, negative = inhibition, usual class: inhibitors; also: potency is read from the fitted curve at half-maximal effect; % is scaled to controls: 0 for no effect and ±100 for the full control effect
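hKGA in 45 mM KH2PO4 (pH 8.2), 0.02% Tween-20 with compound, then 1mM L-Glutamine (stock as added) plus glutamate oxidase/HRP/Amplex red coupling mix. Fluorescence read initially and after 30 min at RT; signal change reflects glutamate formation.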
HP1b chromo inh: blocks HP1-beta chromodomain binding to methylated histone tails; AlphaScreen HP1-beta / biotin-H3K9me3 peptide binding; 390,000 compounds, 0.56% hits; P83916; Potency, µM (titrated, usually from 114 µM), without a hit: at the highest dose activity change, negative = inhibition, actives largely listed as inhibitors; also: potency is read from the fitted curve at half-maximal effect; nearly all actives have a fitted effect of over 70% in size; inactives centre near 23
Target sequence (P83916 whole entry, looked up): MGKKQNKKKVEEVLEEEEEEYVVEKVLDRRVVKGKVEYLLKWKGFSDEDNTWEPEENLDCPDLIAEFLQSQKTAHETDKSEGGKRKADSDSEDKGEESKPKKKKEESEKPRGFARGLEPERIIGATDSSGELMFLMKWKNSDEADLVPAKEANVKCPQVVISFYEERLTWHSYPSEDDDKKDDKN
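AlphaScreen: HP1-beta (50 nM) preformed 30 min with biotin-H3(1-18)K9me3 peptide (50 nM) in PBS pH 7.4, 0.01% Tween-20. Compound added for 30 min at RT, then streptavidin donor/nickel chelate acceptor beads (10 ug/mL) for 30 min.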
G9a inh: blocks human histone lysine methyltransferase G9a | AID 504332 | Potency, µM (titrated, usually from 102 µM), without a hit: at the highest dose activity, negative = inhibition, actives largely listed as inhibitors | 350,000 compounds, 8.8% hits | G9a H3K9 monomethylation, AlphaScreen, 2 h; also: potency is read from the fitted curve at half-maximal effect; % is scaled to controls: 0 for no effect and ±100 for the full control effect; nearly all actives have a fitted effect of over 75% in size
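G9a (20 nM) was preincubated 15 min with compound, then reacted 2 h at room temperature with 500 nM biotin-H3K9 peptide and 20 µM SAM. Monomethyl-H3K9 detected by AlphaScreen using anti-H3K9me1 antibody.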
12-LOX inh: blocks human arachidonate 12S-lipoxygenase; P18054; Potency, µM (titrated, usually from 108 µM), for inactives: at the top dose activity change, negative = inhibition, usual class: inhibitors; 580,000 compounds, 1.1% hits; AID 1671190; purified 12hLO, xylenol orange hydroperoxide absorbance; also: potency is read from the fitted curve at half-maximal effect; % is scaled to controls: 0 for no effect and ±100 for the full control effect
Target sequence (P18054 whole entry, looked up): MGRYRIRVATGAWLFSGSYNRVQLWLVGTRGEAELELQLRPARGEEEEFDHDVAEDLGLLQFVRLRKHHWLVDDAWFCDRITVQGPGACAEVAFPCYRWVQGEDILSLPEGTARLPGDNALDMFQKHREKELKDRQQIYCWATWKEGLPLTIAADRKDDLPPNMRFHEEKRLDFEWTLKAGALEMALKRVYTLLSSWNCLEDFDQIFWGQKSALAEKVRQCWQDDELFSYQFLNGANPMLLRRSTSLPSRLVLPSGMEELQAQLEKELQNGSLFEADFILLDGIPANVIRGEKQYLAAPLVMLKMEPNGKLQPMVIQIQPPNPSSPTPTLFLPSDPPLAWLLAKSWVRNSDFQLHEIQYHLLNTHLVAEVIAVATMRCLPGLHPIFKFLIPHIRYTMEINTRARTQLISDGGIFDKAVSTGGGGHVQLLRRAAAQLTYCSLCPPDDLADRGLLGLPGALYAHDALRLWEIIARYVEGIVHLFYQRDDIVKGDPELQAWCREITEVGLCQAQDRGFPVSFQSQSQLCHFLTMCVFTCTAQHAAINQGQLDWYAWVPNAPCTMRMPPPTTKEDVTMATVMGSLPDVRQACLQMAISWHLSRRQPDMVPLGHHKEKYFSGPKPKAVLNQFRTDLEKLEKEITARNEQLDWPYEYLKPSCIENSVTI
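Purified human 12hLO (150 nM final) in 25 mM Hepes, 0.01% Triton X-100, pH 7.0 was preincubated 15 min at room temperature with compound. Then 40 uM arachidonic acid was added, 30 min. Hydroperoxide was read by Fe-XO absorbance ratio 573/405 nm.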
RGS4 inh: blocks human RGS4-accelerated GTP hydrolysis | P49798 | Transcreener GDP fluorescence polarization, RGS4-accelerated GTP hydrolysis | Potency, µM (top dose mostly 114 µM), inactives show at the highest dose activity change, negative = inhibition, most hits filed as inhibitors | 390,000 compounds, 0.039% hits | AID 504845; also: potency is read from the fitted curve at half-maximal effect; % is scaled to controls: 0 for no effect and ±100 for the full control effect; nearly all actives have a fitted effect of over 75% in size; some results filed as inactive show a strong effect at the top dose
Target sequence (P49798 whole entry, looked up): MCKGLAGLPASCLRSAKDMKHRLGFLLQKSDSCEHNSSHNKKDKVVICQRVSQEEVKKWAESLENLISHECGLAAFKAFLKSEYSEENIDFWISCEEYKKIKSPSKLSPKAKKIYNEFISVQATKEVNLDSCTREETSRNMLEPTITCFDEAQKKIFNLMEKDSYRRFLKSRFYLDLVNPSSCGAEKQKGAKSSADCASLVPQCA
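MLSMR compounds (23 nl, pin-transferred) preincubated 10 min at room temperature with a 500nM (2x) first reagent, then RGS4 at 900nM (2x) plus Transcreener GDP mix added; fluorescence polarization (620/688 nm) read before and after 90 min at 30 °C.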
ERG Ets-DNA blk: ERG Ets/DNA interaction inhibition. 370,000 compounds, 0.028% hits. P11308. Potency, µM (series often up to 76.9 µM), without a hit: at the highest dose FP activity, negative = inhibition, hits mostly inhibitors. fluorescence polarization, His-ERG Ets domain / labelled DNA; active = well fitted inhibition curve with a large enough effect in the polarisation, with a control signal flat; inconclusive = small, poorly fitted or top-dose-only effect, or effect the other way, or a change in a side signal; inactive = no such curve, though single readings can be large or run the other way; the % refers to the polarisation;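 also: polarization taken with two DNA probes labelled with fluorescein and Texas red; potency is read from the fitted curve at half-maximal effect; % of control where 0% means no effect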
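His-tagged ERG Ets domain (1 uM in the protein solution; 300mM KCl, 50mM Tris-HCl, 1mM EDTA, 1mM DTT, pH 7.5) received compound, then a probe mix of 5 nM fluorescein-DNA and 100nM Texas-615-DNA. Fluorescence polarization was read for both dyes.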
JMJD2A Tudor: JMJD2A Tudor domain (human) inhibition. O75164. AlphaScreen JMJD2A-Tudor / H3K4me3 peptide binding. Potency, µM (highest dose often 114 µM), inactives show top-dose activity change, negative = inhibition, usual class: inhibitors. 390,000 compounds, 4.4% hits; also: potency is read from the fitted curve at half-maximal effect; % is scaled to controls: 0 for no effect and ±100 for the full control effect; nearly all actives have a fitted effect of over 50% in size
PI4K2A block: inhibitors of human PI4K2A; 420,000 compounds, 0.13% hits; Q9BTU6; activity change, negative = inhibition, % at 76.9 µM; purified PI4K2A, ADP-Glo luminescence, 1 h; active compounds read low; in the data active = activity change below about -50%; inconclusive = mostly about -30% to -49%;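 also: -100% = wells without enzyme as full effect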
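ADP-Glo luminescence measured ADP generated by PI4K2A enzyme (4 ug/mL before mixing) with 1.2 mM PI substrate (pre-mix) and 300 microM ATP (pre-mix). Tris pH7.5 buffer with MgCl2, Triton X-100; 1 h reaction at ambient temperature.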
BAZ2B inh: inhibitors of human BAZ2B bromodomain | Q9UIF8 | AlphaScreen BAZ2B-H3K14Ac peptide displacement | Potency, µM (series often up to 114 µM), for the others: at the highest dose activity change, negative = inhibition, actives largely listed as inhibitors | 360,000 compounds, 4.4% hits | AID 504333; also: potency is read from the fitted curve at half-maximal effect; % is scaled to controls: 0 for no effect and ±100 for the full control effect; nearly all actives have a fitted effect of over 60% in size
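BAZ2B 50 nM plus b-H3(5-23)K14Ac 50 nM, PBS pH 7.4/0.01% Tween-20, 30 min RT; compound added (max 110 uM), 30 min RT; streptavidin donor/Ni-chelate acceptor beads 10 ug/mL final, 20 min dark; AlphaScreen read.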
* = called active by the depositor; u = inconclusive; x = not tested or not shown; & = joins results of further samples; [ ] = dose if it differs, or a comment. Unless noted, calls follow the shape of the dose curve; as a rule, active = well fitted curve in the direction sought with a large enough effect; inconclusive = small, poorly fitted or top-dose-only effect, or another doubt; inactive = no such curve, though single readings can be large; an effect the other way counts as inactive or inconclusive. The list is partial; count on the stated rates, not on these rows.

SMILES	GLS inhibitor	HP1b chromo inh	G9a inh	12-LOX inh	RGS4 inh	ERG Ets-DNA blk	JMJD2A Tudor	PI4K2A block	BAZ2B inh
O=C(CSc1ccc2nnc(-c3ccc(Cl)cc3)n2n1)N1CCc2ccccc21	-2%	47%[activator]	7.9µM*	u	10%	1%	-5%	2	-4%
Cc1nc2c(c(C)c1CCC(=O)Nc1ccc(F)cc1)c(=O)n(C)c(=O)n2C	-12%	46%[activator]	12%[59 µM]	0%	8%	-1%	0%	2	-12%
CCOC(=O)COc1ccc(S(=O)(=O)NCCC2=CCCCC2)cc1	-4%	26%	u	u	-8%	x	-4%	-1	-8%
COc1cccc(NC(=O)CN(C)C(=O)c2cc(-c3ccc(C)o3)nc3ccccc23)c1	-11%	1%	u	-96%	u	4%	u	0	-32%
Cc1c(C(=O)O)sc(=S)n1-c1ccc(Cl)cc1	21%	13%	-41%	-10%	33%	x	-13%	0	6%
NC(=O)C(C1=CCCCC1)c1ccccc1 (stereo not drawn)	-13%	-3%	x	-1%	16%	4%	-6%	-5	x
Cc1cc(S(=O)(=O)N(Cc2ccc(C(C)C)cc2)CC2CCCO2)ccc1-n1cnnn1 (stereo not drawn)	8%	31%	-6%	24%	-1%	x	-21%	0	u
Cc1nnc(SCCn2c(Br)nc3c2c(=O)[nH]c(=O)n3C)s1	2%	4%	-32%	5%	30%	-2%	-4%	-2	-6%
CCOC(=O)c1sc2nc3c(cc2c1N)COC(C)(CC)C3 (stereo not drawn)	x	93%[activator]	68%[activator][12.7 µM]	u	-1%	-9%	18%	1	17%
Cn1ccnc1SCC(=O)NC1CCCC1	-5%	28%	8%[59 µM]	-25%	-46%	5%	-3%	7	-1%
COc1cccc2c1Oc1cc([N+](=O)[O-])cc(N(C)C(C)=O)c1C=C2	-2%	0%	-4%	0%	-20%	0%	-31%	-9	-14%
CC(=O)Nc1ccc(NS(=O)(=O)c2ccc(Cl)c(C(=O)O)c2)cc1	24%	23%	-25%[12.7 µM]	-16%	15%	-7%	-6%	0	3%
O=C(CCCCCCN1C(=O)c2ccccc2C1=O)N1CCC(c2ccccc2)C1 (stereo not drawn)	-1%	32%	1%[59 µM]	-14%	-30%	-1%	3%	0	5%
CCOc1ccc(CNC(=O)C2Cc3cc(S(=O)(=O)N4CCCCC4)ccc3N2C(C)=O)cc1 (stereo not drawn)	-20%	35%	5%	0%	-6%	2%	-8%	5	-20%
CCOc1ccc(NC(=O)CN(C)C(=O)c2cc3c(s2)CCCCC3)cc1OCC	6%	10%	-9%	1%	-19%	-8%	-16%	0	-4%
CCOc1ccccc1N1CCN(C/C=C/c2ccc(N(C)C)cc2)CC1	29%	25µM*	10µM*	u	-8%	-3%	5.6µM*	10	5.6µM*
CC12CC3(C)CC(C)(C1)CC(C(=O)NC(=S)N1CCOCC1)(C2)C3	39%[activator]	26%	21%	u	-21%	x	-23%	-3	-7%[57.1 µM]
CCCn1c(CCc2ccccc2)nnc1SCC(=O)N1CCOCC1	9%	18%	4%[59 µM]	22%	27%	-2%	8%	7	-1%
CC(C)c1ccc(NC(=O)c2cc3c(s2)-c2ccccc2SC3)cc1	10%	58%[activator]	32%[activator][59 µM]	12%	-24%	2%	29%	-4	12%
Cc1ccc(N2C(=O)C3N=NN(CC(=O)N4N=C(c5ccccc5)CC4c4ccccc4)C3C2=O)cc1 (stereo not drawn)	9%	5%	64%[activator]	417%[activator]	5%	4%	u	1	21%
CCNc1nc(-c2ccc(Cl)cc2)cs1	0%	-20%	u	-27%	-42%	-4%	-28%	-3	u
CC(OC(=O)c1nsc(Cl)c1Cl)C(=O)NCc1ccco1 (stereo not drawn)	8%	7%	u	0%	-12%	-19%	-24%	4	-9%
CN1CCC(NC(=O)c2cccs2)CC1	3%	18%	-32%[59 µM]	13%	12%	6%	-8%	-3	2%
Cc1cccc(N=C2SC(C)CN2C(=O)CN2C(=O)NC3(CCCC3)C2=O)c1 (stereo not drawn)	-1%	7%	-1%[0.501 µM]	-4%	-33%	0%	-15%	-1	2%
CC(NC(=O)COC(=O)Cc1ccsc1)C1CC2CCC1C2 (stereo not drawn)	-9%	23%	-2%	0%	19%	8%	-29%	3	1%

The list goes on.
SMILES	GLS inhibitor	HP1b chromo inh	G9a inh	12-LOX inh	RGS4 inh	ERG Ets-DNA blk	JMJD2A Tudor	PI4K2A block	BAZ2B inh
CCCc1ccc(-c2cc(C(=O)Nc3ccc([N+](=O)[O-])cn3)c3ccccc3n2)cc1	-15%	3%	u	-13%	-14%	1%	-32%	-4	-22%
NS(=O)(=O)c1ccc(NC(=O)COC(=O)COc2cccc(C(F)(F)F)c2)cc1	-3%	38%[activator]	-8%	9%	13%	7%	-5%	0	-2%
COc1ccc(N2CCN(S(=O)(=O)CCNC(=O)Cc3ccc(OC)c(OC)c3)CC2)cc1	13%	12%[57 µM]	u	-13%	-13%	-3%	-12%	2	-14%
CC(=O)OC1CC(C)N(C(=O)c2ccccc2)c2ccc(C)cc21 (stereo not drawn)	-25%	9%	2%[12.7 µM]	-5%	-8%	0%	-16%	0	0%
CCOCCCNC(=O)C(c1ccc(C)cc1)N(Cc1cccs1)C(=O)c1ccc(NC(C)=O)cc1 (stereo not drawn)	2%	24%	9%[59 µM]	-10%	-14%	-1%	0%	-2	-11%
COC(=O)c1ccccc1-n1cc2c(c1-c1cccc(C)c1)c(=O)n(C)c(=O)n2C	-8%	16%	7.9µM*	-6%	-7%	4%	-24%	3	-13%
CSc1nc2c(c(=O)[nH]1)C(c1ccncc1)C(C(=O)OC(C)C)=C(C)N2 (stereo not drawn)	21%	42%[activator]	37%[12.7 µM]	0%&-15%	20%	2%	-17%	4	4%
O=C(CNS(=O)(=O)c1cccc(F)c1)OCC(=O)N1CCCC1=O	-3%	28%	10%[12.7 µM]	20%	-11%	-7%	-13%	-3	1%
CCc1ccc(NC(=O)CSc2ccc3nc(-c4ccc(OC)cc4)cn3n2)cc1	-6%	23%[57 µM]	20%[59 µM]	-29%	10%	-1%	-6%	-2	3%
CC1CCCC(NC(=O)C2CCN(C(=O)Nc3ccccc3)CC2)C1C (stereo not drawn)	1%	31%[activator]	17%[2.33 µM]	u	-5%	11%	-5%	2	3%
CC(C)c1nc2ccc(Br)cn2c1NC1CCCC1	-6%	42%[activator]	45µM*	1%	-19%	-17%	-8%	3	u
C/C(=N/NC(=O)CNC(=O)c1ccccn1)c1ccc([N+](=O)[O-])cc1	-4%	31%	5%[59 µM]	-10%	-46%	10%	-11%	3	-20%
CCN(C(=O)CCc1ccccc1)C1CCCCC1	-2%	46%[activator]	x	39%[activator]	6%	-4%	4%	2	34%[activator]
Cc1ccn2c(NC3CCCCC3)c(-c3cccc(SC4CCCCC4)c3)nc2c1	-7%&0%	28%	x	u	1%	2%	-23%	3&4	x
O=C(Nc1cccnc1)c1cc(S(=O)(=O)N2CCOCC2)ccc1Br	0%	20%	-1%	-1%	9%	5%	-8%	1	-2%
CC(OC(=O)Cc1ccc(Br)cc1)C(=O)NC1CCCC1 (stereo not drawn)	12%	20%	x	2%	11%	-10%	-3%	2	x
O=C(Cn1cc2c(n1)CCCCC2)NCc1ccccc1	10%	5%	9%	29%[57.4 µM]	-32%	9%	-25%	-4	-7%
CC(C)Sc1ncc(Cl)c(C(=O)Nc2nc3ccc(S(C)(=O)=O)cc3s2)n1	1%	71%[activator]	54%[activator][59 µM]	-18%	7%	4%	-10%	-1	24%
Cc1ccc(-c2noc(CSc3nnc(-c4cccs4)n3C)n2)cc1	2%	31%	-42%	-20%	-10%	-1%	2%	-2	0%
COc1ccc(S(=O)(=O)N(C)CC(=O)NCc2ccc3c(c2)OCO3)cc1	-10%	20%	8%[59 µM]	22%	-10%	16%	-11%	-2	4%
O=c1[nH]nc(SCCS(=O)(=O)c2ccc(F)cc2)n1-c1ccccc1	-7%	21%	2%	222%[activator]	-4%	-1%	-29%	0	-13%
CCOC(=O)c1cc(-c2ccc(C)cc2)n(CC(=O)NC2CCCCCC2)c1C	6%	15%	-5%[59 µM]	-11%	-16%	0%	-14%	-1	1%
CCCCNC(=O)C1CCCN(S(=O)(=O)CC)C1 (stereo not drawn)	-3%	63%[activator]	-37%	1%	-2%[56.9 µM]	-13%	-15%	1	-11%
CCN(CC)c1ccc(S(=O)(=O)N2CCOCC2)cc1NC(=O)CNCc1ccccc1	7%	u	u	17%	20%	1%	89µM*	10	50µM*
CC(C)CN(C(=O)CCC(=O)OCC(=O)NCCc1ccccc1)c1c(N)n(CC(C)C)c(=O)[nH]c1=O	0%	18%[57 µM]	27%	-15%	-19%	9%	-5%	1	-2%
C[C@H](NC(=O)C1CC(=O)N(c2ccc3c(c2)OCCO3)C1)C(=O)NCc1ccco1 (stereo partly drawn)	-1%	31%	18%	-27%	7%	4%	-10%	-6	-6%
Oc1c(C(c2ccccc2F)N2CCCCC2)sc2nc(-c3ccco3)nn12 (stereo not drawn)	-1%	30%	-46%[59 µM]	u	-25%	-5%	-12%	33	-13%
